Compound activity deposited in PubChem BioAssay by several laboratories.
PPARg SRC2 recr – agonists of PPARg-SRC-2 recruitment, primary screen, biochemical, HTS; Peroxisome proliferator-activated receptor gamma (Homo sapiens), P37231; activation, % at 8 µM; AID 1032, 2008; 200,000 compounds, 0.34% hits; PPARgamma LBD-SRC-2 recruitment; in the data active = activation above about 22%;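 note: 0% = vehicle and 100% = reference agonist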
Target sequence (P37231 whole entry, looked up, the tested form may be a part): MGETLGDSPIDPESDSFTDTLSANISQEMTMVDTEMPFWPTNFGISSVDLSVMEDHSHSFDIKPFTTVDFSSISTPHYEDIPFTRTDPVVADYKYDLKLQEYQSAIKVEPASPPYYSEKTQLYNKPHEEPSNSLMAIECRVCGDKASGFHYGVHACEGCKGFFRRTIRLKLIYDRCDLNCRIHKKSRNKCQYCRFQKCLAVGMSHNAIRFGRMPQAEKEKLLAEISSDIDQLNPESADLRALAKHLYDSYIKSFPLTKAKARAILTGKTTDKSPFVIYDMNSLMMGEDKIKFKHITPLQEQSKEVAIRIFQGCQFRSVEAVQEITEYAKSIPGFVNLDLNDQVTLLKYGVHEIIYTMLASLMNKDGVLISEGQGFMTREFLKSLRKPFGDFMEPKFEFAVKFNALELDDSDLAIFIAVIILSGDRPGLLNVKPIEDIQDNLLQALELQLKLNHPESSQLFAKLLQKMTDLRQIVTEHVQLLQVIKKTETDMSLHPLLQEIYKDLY
PPARg SRC-1 ag – PPARgamma agonists recruiting SRC-1 coactivator, primary screen, biochemical | Peroxisome proliferator-activated receptor gamma (Homo sapiens), P37231 | PPARgamma-SRC-1 coactivator recruitment biochemical assay | 200,000 compounds, 0.41% hits | activation, % at 8 µM; in the data active = activation above about 19%;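 note: 0% = DMSO and 100% = reference agonist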
TR-FRET SRC-2 ct – TR-FRET signal artefacts, primary screen, artefact control for PPARgamma SRC-2 agonist project, biochemical | TR-FRET ratio at 8 µM | 200,000 compounds, 0.4% hits | TR-FRET artefact counter-screen; hits give high values; in the data active = TR-FRET ratio above about 2000; note: inactives centre near 1500
TLR4-MyD88 BLA – inhibitors of TLR4-MyD88 association in cells, primary screen, cell-based, HeLa CL3-4, BLA complementation, FRET ratio. HeLa CL3-4 TLR4/MyD88 BLA complementation. inhibition, % at 8.4 µM. 200,000 compounds, 0.18% hits. AID 861, 2007; in the data active = inhibition above about 25%;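 note: 0% = vehicle and 100% = reference inhibitor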
STAT1 inh – STAT1 signaling inhibitors, primary screen, cell-based, HTS, luciferase reporter; NIH 3T3 STAT1-luciferase reporter, IFN-gamma, luminescence; inhibition, % at 5.5 µM; 200,000 compounds, 0.35% hits; AID 920, 2007;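 active = inhibition above a set limit, the mean inhibition across all tested compounds plus 3 SD, cut at about 34% in these data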;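 note: 0% = IFN-gamma with DMSO and 100% = IFN-gamma with 300 µM nifuroxazide; values of inactives mirror those of a sister screen read the other way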
STAT3 act – IL-6 driven STAT3 reporter potentiators, primary screen, U3A cells, luciferase, luminescence, MLSCN library; IL-6 STAT3-luciferase reporter; 100% = signal with IL-6 EC80 alone; activation (% of control), % at 5.6 µM; 190,000 compounds, 0.91% hits;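 active = activation above the screen-wide mean of compound activation plus 3 SD, cut at about 130% in these data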;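 note: 0% = background luminescence of wells with medium and substrate only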
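Material: STAT1-lacking human U3A cells, STAT3 luciferase reporter | Benchmarks: IL-6-only wells as 100% reference | Probe or stimulus: IL-6 (33 ng/mL) | Timing: Compound 1 h, then IL-6 6 h at 37 °C | Detection: Luminescence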
STAT3 inh – IL-6 driven STAT3 reporter inhibitors, primary screen, U3A cells, luciferase, luminescence, MLSCN library. inhibition, % at 5.5 µM. IL-6 STAT3-luciferase reporter; host cell line lacks STAT1. AID 862, 2007. 190,000 compounds, 0.89% hits;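 active = inhibition above the mean inhibition across all screened compounds plus 3 SD, cut at about 44% in these data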;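 note: 0% = DMSO only wells and 100% = 100 µM nifuroxazide control wells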
RAM inhibit – inhibitors of the yeast RAM network, primary screen, dse1pr::URA3 reporter, 5-FOA selection; S. cerevisiae dse1pr::URA3 reporter, 5-FOA growth OD615, 2 d; analog-sensitive cbk1-as2 kinase mutant strain; inhibition, % at 50 µM; AID 868, 2007; 190,000 compounds, 1.8% hits;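 active = inhibition above a set limit, 3 SD over mean compound inhibition, cut at about 8.4% in these data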;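 note: 0% = DMSO-only wells with no growth and 100% = 10 µM 1-NA-PP1 full growth; inhibition rescues growth on 5-FOA so higher OD means more RAM inhibition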
ROMK mod – ROMK potassium channel modulators, primary screen, cell-based, thallium flux, MLSMR library; ATP-sensitive inward rectifier potassium channel 1 (Homo sapiens), P48048; Tet-inducible ROMK, thallium flux fluorescence; actives lie on both sides; B-score at 10 µM; 130,000 compounds, 2% hits; AID 1918, 2009;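 active = signal ratio slope over the read window, or its plate-corrected B-score, at least 3 SD from the plate mean, either direction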;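 note: B-score of the F/F0 ratio slope over 7 to 12 s after thallium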
PPARg SRC3 recr – PPARgamma agonists recruiting SRC-3 coactivator, primary screen, biochemical; Peroxisome proliferator-activated receptor gamma (Homo sapiens), P37231; biochemical PPARgamma/SRC-3 coactivator recruitment assay; activation, % at 8 µM; 200,000 compounds, 0.26% hits; in the data active = activation above about 23%;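 note: 0% = DMSO and 100% = reference agonist; some compounds past the cut are filed as inactive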
S1P3 antag – S1P3 receptor antagonists, primary screen, cell-based | inhibition, % at 4.98 µM | CHO S1P3 NFAT-BLA reporter, FRET fluorescence, antagonist mode | 170,000 compounds, 0.27% hits | Sphingosine 1-phosphate receptor 3 (Homo sapiens), Q99500;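 active = inhibition above the plate cutoff, the mean inhibition of test wells on that plate plus 3 SD, cut at about 28% in these data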;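 note: cells challenged with S1P at its EC80 of 0.8 µM; blue over green emission ratio from cleaved BLA substrate after 4 h stimulation; 0% = S1P-stimulated wells and 100% = unstimulated DMSO-only wells; some compounds past the cut are filed as inactive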
Target sequence (Q99500 whole entry, looked up): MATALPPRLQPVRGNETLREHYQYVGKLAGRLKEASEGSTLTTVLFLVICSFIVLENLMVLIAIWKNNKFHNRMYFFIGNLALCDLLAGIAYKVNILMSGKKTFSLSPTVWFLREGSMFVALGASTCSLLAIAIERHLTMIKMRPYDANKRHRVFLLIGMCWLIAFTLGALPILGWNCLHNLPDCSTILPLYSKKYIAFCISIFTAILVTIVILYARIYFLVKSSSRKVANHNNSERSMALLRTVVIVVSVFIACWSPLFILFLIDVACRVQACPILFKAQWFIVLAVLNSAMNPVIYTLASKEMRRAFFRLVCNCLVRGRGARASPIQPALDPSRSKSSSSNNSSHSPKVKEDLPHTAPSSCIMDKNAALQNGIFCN
Active calls of the source: *.

C/C(=N\OCC(=O)Nn1c(=O)[nH]c2ccccc2c1=O)c1ccccc1 was read as PPARg SRC2 recr -8.0, PPARg SRC-1 ag 4.5, TR-FRET SRC-2 ct 1577, TLR4-MyD88 BLA 6.7, STAT1 inh -0.4, STAT3 act 106.7, STAT3 inh -10.8, RAM inhibit 1.4, ROMK mod -0.247, PPARg SRC3 recr -4.9 and S1P3 antag -1.4.
N#CCCCCn1c(-c2cncs2)nc2ccccc21 was read as PPARg SRC2 recr 4.8, PPARg SRC-1 ag 8.9, TR-FRET SRC-2 ct 1464, TLR4-MyD88 BLA 6.7, STAT1 inh -6.7, STAT3 act 100.2, STAT3 inh 7.1, RAM inhibit 0.0, PPARg SRC3 recr 9.2 and S1P3 antag -12.6.
For C=CCN1C(=O)C2C(C(=O)NCc3ccccc3)C3(C)C=CC2(O3)C1C(=O)NC(C)(C)C (stereo not drawn) the results were PPARg SRC2 recr -0.9, PPARg SRC-1 ag 0.6, TR-FRET SRC-2 ct 1498, TLR4-MyD88 BLA -5.8, STAT1 inh 1.7, STAT3 act 100.7, STAT3 inh 5.7, RAM inhibit 0.1, ROMK mod -0.667, PPARg SRC3 recr 3.6 and S1P3 antag -5.7.
`Cc1cc(C)cc(-n2nnnc2-c2cn(C)nc2C(F)(F)F)c1` gave PPARg SRC2 recr 1.2, PPARg SRC-1 ag 7.0, TR-FRET SRC-2 ct 1732, TLR4-MyD88 BLA 0.2, STAT1 inh 10.6, STAT3 act 99.4, STAT3 inh 10.8, RAM inhibit 0.8 and PPARg SRC3 recr 0.7.
Screening O=C(CSc1nc2scc(-c3ccco3)c2c(=O)n1-c1ccccc1)N1CCOCC1 returned PPARg SRC2 recr 34.9*, PPARg SRC-1 ag 22.6*, TR-FRET SRC-2 ct 2021*, TLR4-MyD88 BLA 30.4*, STAT1 inh 9.3, STAT3 act 90.3, STAT3 inh 14.5, RAM inhibit 2.5, PPARg SRC3 recr 36.7* and S1P3 antag -13.3.
For Fc1ccc(/C=N/Nc2nnnn2-c2ccccc2)cc1 the results were PPARg SRC2 recr 6.3, PPARg SRC-1 ag -3.3, TR-FRET SRC-2 ct 1492, TLR4-MyD88 BLA 7.2, STAT1 inh 6.7, STAT3 act 92.2, STAT3 inh 10.6, RAM inhibit 1.7, ROMK mod 0.0221, PPARg SRC3 recr 5.4 and S1P3 antag -16.5.
Screening CCN(CC)c1ccc(NC(=O)CN2CCN(c3nc(C)cc(C)n3)CC2)cc1 returned PPARg SRC2 recr 3.5, PPARg SRC-1 ag -9.0, TR-FRET SRC-2 ct 1283, TLR4-MyD88 BLA -14.4, STAT1 inh -0.4, STAT3 act 97.5, STAT3 inh 9.3, RAM inhibit 0.0, ROMK mod 0.307, PPARg SRC3 recr -4.7 and S1P3 antag -10.9.
COc1ccc(/C=N/OCC(=O)NC(c2ccccc2)c2ccccc2)cc1OC was read as PPARg SRC2 recr 2.8, PPARg SRC-1 ag 2.2, TR-FRET SRC-2 ct 1504, TLR4-MyD88 BLA 2.9, STAT1 inh 22.5, STAT3 act 66.4, STAT3 inh 39.1, RAM inhibit 2.6, ROMK mod 0.393, PPARg SRC3 recr 1.3 and S1P3 antag 7.3.
Screening O=C1CS/C(=N\c2ccccn2)N1C1CCCCC1 returned PPARg SRC2 recr 1.6, PPARg SRC-1 ag 8.6, TR-FRET SRC-2 ct 1396, TLR4-MyD88 BLA -3.0, STAT1 inh 1.0, STAT3 act 102.7, STAT3 inh 1.2, RAM inhibit 2.9, ROMK mod 0.448, PPARg SRC3 recr 8.7 and S1P3 antag 2.0.
COC(=O)c1c(N)nc(C)n1-c1ccc(OC)cc1 was read as PPARg SRC2 recr 1.5, PPARg SRC-1 ag 1.8, TR-FRET SRC-2 ct 1535, TLR4-MyD88 BLA -9.1, STAT1 inh -0.4, STAT3 act 104.2, STAT3 inh 0.8, RAM inhibit 0.4, PPARg SRC3 recr -2.2 and S1P3 antag -24.2.
For O=C(Nc1nc(-c2ccc(F)c(F)c2)cs1)c1cc([N+](=O)[O-])ccc1N1CCOCC1 the results were PPARg SRC2 recr -1.3, PPARg SRC-1 ag 1.4, TR-FRET SRC-2 ct 1577, TLR4-MyD88 BLA -5.2, STAT1 inh 6.0, STAT3 act 102.2, STAT3 inh -7.2, RAM inhibit 2.7, PPARg SRC3 recr 2.1 and S1P3 antag -9.3.
Cc1ccccc1NC(=O)CSCCO was read as PPARg SRC2 recr -0.6, PPARg SRC-1 ag -5.4, TR-FRET SRC-2 ct 1538, TLR4-MyD88 BLA -3.9, STAT1 inh 0.8, STAT3 act 102.9, STAT3 inh -2.4, RAM inhibit 0.8, PPARg SRC3 recr -1.2 and S1P3 antag -15.8.
Screening C/C(=C\c1ccccc1)C(=O)Nc1nc2ccc([N+](=O)[O-])cc2s1 returned PPARg SRC2 recr 1.0, PPARg SRC-1 ag -4.5, TR-FRET SRC-2 ct 1582, TLR4-MyD88 BLA -5.4, STAT1 inh 9.7, STAT3 act 91.9, STAT3 inh 7.7, RAM inhibit 0.3, ROMK mod 0.945, PPARg SRC3 recr 3.1 and S1P3 antag 1.4.
`O=C(c1nc2ccccn2c1CN1CCCC(OCc2ccccc2)C1)N1CCCC1` (stereo not drawn) gave PPARg SRC2 recr 0.7, PPARg SRC-1 ag -5.1, TR-FRET SRC-2 ct 1537, TLR4-MyD88 BLA 6.5, STAT1 inh 17.8, STAT3 act 99.8, STAT3 inh 3.7, RAM inhibit 0.1, ROMK mod -0.966, PPARg SRC3 recr 5.1 and S1P3 antag 4.5.
For C=CCNc1nc2c(c(=O)[nH]c(=O)n2C)n1CCCCC the results were PPARg SRC2 recr 8.4, PPARg SRC-1 ag 3.3, TR-FRET SRC-2 ct 1542, TLR4-MyD88 BLA 8.9, STAT1 inh -2.7, STAT3 act 108.4, STAT3 inh -6.2, RAM inhibit 0.1, ROMK mod 0.4, PPARg SRC3 recr 9.3 and S1P3 antag -11.3.
Screening Cc1ccc(Sc2ccc(C(=O)NC(C)C)cc2[N+](=O)[O-])cc1 returned PPARg SRC2 recr -1.5, PPARg SRC-1 ag 5.9, TR-FRET SRC-2 ct 1503, TLR4-MyD88 BLA -2.7, STAT1 inh -4.8, STAT3 act 103.4, STAT3 inh 5.7, RAM inhibit 3.5 and PPARg SRC3 recr 0.2.
For N#C/C(=C\c1ccc(OCC(N)=O)cc1)S(=O)(=O)c1ccccc1 the results were PPARg SRC2 recr -1.6, PPARg SRC-1 ag 3.5, TR-FRET SRC-2 ct 1583, TLR4-MyD88 BLA 2.3, STAT1 inh -1.6, STAT3 act 102.6, STAT3 inh 4.1, RAM inhibit 1.1, ROMK mod 0.525, PPARg SRC3 recr -0.2 and S1P3 antag -8.1.
`Cc1cc(C)c(S(C)(=O)=O)c(N(C)N)n1` gave PPARg SRC2 recr -3.0, PPARg SRC-1 ag -2.4, TR-FRET SRC-2 ct 1544, TLR4-MyD88 BLA 6.0, STAT1 inh -6.3, STAT3 act 107.9, STAT3 inh -8.5, RAM inhibit -0.1, ROMK mod 0.449, PPARg SRC3 recr -0.9 and S1P3 antag -15.9.
`CCOC(=O)C1=NN(C(=O)c2ccc(OC)cc2)C(O)(c2ccc(Cl)cc2)C1` (stereo not drawn) gave PPARg SRC2 recr -4.2, PPARg SRC-1 ag 1.2, TR-FRET SRC-2 ct 1436, TLR4-MyD88 BLA -5.0, STAT1 inh -8.1, STAT3 act 101.4, STAT3 inh -3.4, RAM inhibit 0.3, ROMK mod 1.06, PPARg SRC3 recr -1.0 and S1P3 antag 4.1.
Screening N#CCCNC(=O)Cn1c(COc2ccc(Cl)cc2)nc2ccccc21 returned PPARg SRC2 recr -4.0, PPARg SRC-1 ag -0.8, TR-FRET SRC-2 ct 1451, TLR4-MyD88 BLA -16.0, STAT1 inh 1.1, STAT3 act 107.1, STAT3 inh -5.0, RAM inhibit 0.4, PPARg SRC3 recr -6.4 and S1P3 antag -5.7.
COc1ccc(C(=O)Nc2ccccc2C(=O)N/N=C/c2cccc3ccccc23)cc1 was read as PPARg SRC2 recr 6.2, PPARg SRC-1 ag 11.1, TR-FRET SRC-2 ct 1612, TLR4-MyD88 BLA -7.4, STAT1 inh 38.8*, STAT3 act 31.7, STAT3 inh 80.1*, RAM inhibit 6.4, ROMK mod 0.98 and PPARg SRC3 recr 2.4.
O=C(/C=C/c1ccccc1Cl)N(Cc1ccc(Cl)cc1)C1CCS(=O)(=O)C1 (stereo not drawn) was read as PPARg SRC2 recr 3.8, PPARg SRC-1 ag 4.8, TR-FRET SRC-2 ct 1639, TLR4-MyD88 BLA -7.5, STAT1 inh -1.2, STAT3 act 98.5, STAT3 inh -0.4, RAM inhibit 5.0, ROMK mod -0.638, PPARg SRC3 recr 2.4 and S1P3 antag -0.9.
COc1ccc(CC(=O)c2ccc(O)cc2O)cc1OC was read as PPARg SRC2 recr 0.9, PPARg SRC-1 ag 4.7, TR-FRET SRC-2 ct 1463, TLR4-MyD88 BLA -3.2, STAT1 inh -4.4, STAT3 act 107.6, STAT3 inh -1.5, RAM inhibit 0.1, PPARg SRC3 recr 12.7 and S1P3 antag -27.3.
Screening Cc1ccc(/C=N/n2c(COc3ccccc3)n[nH]c2=S)s1 returned PPARg SRC2 recr 9.9, PPARg SRC-1 ag -12.4, TR-FRET SRC-2 ct 1665, TLR4-MyD88 BLA 11.2, STAT1 inh -5.2, STAT3 act 109.8, STAT3 inh 0.2, RAM inhibit 2.3 and PPARg SRC3 recr -1.1.
`CCN(CC)C(=O)c1ccccc1NC(=O)c1ccccc1C` gave PPARg SRC2 recr 11.1, PPARg SRC-1 ag 4.9, TR-FRET SRC-2 ct 1466, TLR4-MyD88 BLA 6.2, STAT1 inh -2.4, STAT3 act 98.0, STAT3 inh 13.6, RAM inhibit -0.8, ROMK mod 3.83e-06, PPARg SRC3 recr 6.7 and S1P3 antag 1.8.

This is a random part of the collection; any-hit rate near 5.6%.
